NCI-60 one-dose screen, 48 h, at 10 µM unless noted. Numbers give growth in % (100 = growth as untreated, 0 = no growth, -100 = all killed).
HOP-92 = HOP-92 NSCLC cells; 71,000 tested, 6.3% active; AID 1794738
A549/ATCC = A549/ATCC NSCLC; 81,000 tested, 3.7% active; AID 1794740
LOX IMVI = LOX IMVI melanoma; AID 1794757; 79,000 tested, 7.4% active
CCRF-CEM = CCRF-CEM leukemia; 77,000 tested, 7% active; AID 1794778
SK-MEL-5 = SK-MEL-5 melanoma; 80,000 tested, 6.4% active
HOP-62 = HOP-62 NSCLC; 80,000 tested, 3.9% active; AID 1794735
M14 = M14 melanoma; AID 1794745; 80,000 tested, 6.2% active
EKVX = EKVX NSCLC; 71,000 tested, 3% active
* = called active by the depositor; . = no result given; & = joins results of further samples. How the source made its calls: active means growth percent below 10; inactive means the rest.

SMILES	HOP-92	A549/ATCC	LOX IMVI	CCRF-CEM	SK-MEL-5	HOP-62	M14	EKVX
COc1cc(C2=NN(C(C)=O)C(c3cn(S(=O)(=O)c4ccc(C)cc4)c4ccccc34)O2)cc(OC)c1OC (stereo not drawn)	70	92	85	89	83	85	97	51
O=S(O)c1cc(Cl)cc(Cl)c1OCc1ccccc1	88	90	108	102	96	101	101	99
Clc1ccc(Nc2cccc(-c3n[nH]c4ccccc34)c2)cc1	77	94	94	99	95	84	103	69
CC(=O)Nc1ccccc1O	102	112	98	99	107	108	113	106
CC1=CC(C)CC(=O)O1 (stereo not drawn)	.	103	105	99	101	104	105	.
CC(=O)c1c(Nc2cccc(F)c2)[nH]c2c(Cl)cc(Cl)c(Cl)c2c1=O	-14*	5.0*	10.0*	8.7*	-69*	-10*	6.6*	11
Cc1cc(NS(=O)(=O)c2ccc(-n3c(-c4ccccc4)nc(/C=C4\C=Nc5ccccc54)c3O)cc2)no1	56	39	34	22	.	59	38	50
COc1cc(-c2nn(-c3ccc(NC(=O)NCCNS(=O)(=O)c4ccc(F)cc4)cc3)cc2-c2ccncc2)ccc1Cl	-6.9*	16	1.8*	9.3*	-64*	30	-18*	33
COc1cc2c(cc1OC)C1=NN(C(=O)Nc3ccc(F)cc3)C(c3ccncc3)C1C2 (stereo not drawn)	83	98	95	99	94	102	111	97
NNC(=O)c1cc2ccccc2[nH]1	110	99	93	107	103	85	92	100
Oc1cccc(CCc2ccc(Oc3cc(CCc4cccc(O)c4)cc(O)c3O)cc2)c1	54	83	63	24	70	92	81	85
Cc1sc2nc(N3CCOCC3)[nH]c(=O)c2c1C	84	79	98	93	104	87	101	100
O=c1n(Cc2ccc3ccccc3c2)ccn1Cc1ccc2ccccc2c1	83	83	91	117	96	66	93	97
COc1ccc2nc(C)c(C3=NNC(c4cc(OC)c(OC)c(OC)c4)C3)nc2c1 (stereo not drawn)	89	98	100	83	77	115	103	97
COc1cc(-c2c3c(cn2S(=O)(=O)c2ccccc2)-c2nc(NC(=O)c4ccccc4)sc2CC3)cc(OC)c1OC	79	95	83	87	76	104	92	.
CCOC(=O)N1CCC(C)CC1	107	96	94	107	98	98	100	105
Cc1ccc(-c2cc(/C=N\O)no2)cc1C	107	97	100	118	101	106	88	.
N#Cc1cccc(COc2ccc(-c3cc(CN4CCN(Cc5ccc(C(F)(F)F)cc5)CC4)no3)cc2F)c1	88	68	73	71	28	71	87	67
O=C(c1ccc(Cl)cc1)N1CCN(c2ccnc3cc(Cl)ccc23)CC1	84	87	103	91	91	102	98	96
CCCCCCCNC(=O)C(Cl)Cl	100	98	99	91	99	104	103	97
NC(=S)N/N=C/c1nccn1-c1ccccc1	.	106	105	116	110	119	108	.
O/N=C(\CSc1nnc(-c2cc(-c3ccccc3)nc3ccccc23)n1-c1ccccc1)c1ccccc1	94	96	101	.	98	101	100	123
O=C(O)c1ccc(Oc2ccc([N+](=O)[O-])cc2)c([N+](=O)[O-])c1	.	110	93	106	102	98	105	97
Cc1sc2nc(NCc3ccccc3Cl)[nH]c(=O)c2c1C	91	84	69	65	73	93	105	98
Cc1ccc(S(=O)(=O)NCC(C)C)cc1	96	96	98	103	104	92	108	94

Taken from above.
In M14, CC(=O)Nc1ccccc1O has 113
In M14, Clc1ccc(Nc2cccc(-c3n[nH]c4ccccc34)c2)cc1 has 103

Following part:
SMILES	HOP-92	A549/ATCC	LOX IMVI	CCRF-CEM	SK-MEL-5	HOP-62	M14	EKVX
Nc1ccc(-c2nc3ccc4[nH]ncc4c3c3c2CCCC3)cc1F	55	12	29	21	4.7*	23	25	34
O=C(/C=C/c1cn(-c2ccccc2)nc1-c1ccc(Cl)cc1)NNC(=O)Nc1ccc(Br)cc1	108	102	97	88	102	100	96	98
COc1cc2ncnc(Nc3ccc4c(cnn4C(=O)Nc4ccc(Cl)c(Cl)c4)c3)c2cc1OC	107	85	104	102	101	.	107	89
Cc1cnc(CSc2nc(-c3ccc(Cl)cc3)cn2-c2ccc(Cl)cc2)c(C)c1	94	89	107	88	101	92	.	82
N#Cc1c(-c2ccc(Cl)cc2)nc(NN2C(=O)c3ccccc3C2=O)nc1N1CCOCC1	100	107	102	103	101	98	101	103
CCCC[C@]1(O)C[C@H]2[C@@H]3CCc4cc(OC)ccc4[C@H]3CC[C@]2(C)[C@H]1O	82	82	70	.	99	105	101	.
C=CCn1cccc1CNc1ccccc1OC	101	104	108	102	105	106	.	108
C/C(Cc1ccc(Cl)cc1)=C(\c1ccc(OCCCN(C)C)cc1)c1ccc(OC(=O)Cc2ccccc2)cc1	101	105	99	84	102	92	109	101
CCOC(=O)N1C(=O)/C(=C\c2ccc(Br)cc2)SC1=Nc1c(C)nn(-c2ccccc2)c1N	86	85	84	47	110	96	81	101
CCOC(=O)c1c(NS(=O)(=O)c2ccccc2[N+](=O)[O-])sc2c1CCCC2	105	99	98	106	102	121	103	94
COc1ccc(C(=O)O)cc1[N+](=O)[O-]	65	96	96	105	105	90	98	105
Nc1nc2c(nnn2C2CC(O)C(CO)O2)c(=O)[nH]1 (stereo not drawn)	44	76	19	19	87	69	40	.
CC12CCC3C(=CCc4cc(O)ccc43)C1CCC2O (stereo not drawn)	92	104	105	102	105	101	92	73
Cn1ncc2c1CCc1cc(S(=O)(=O)c3ccccc3)c(=O)[nH]c1-2	81	101	96	92	105	97	105	104
O=C(O)c1ccc(CNC(=O)c2ccccc2Nc2ccnc(C(F)(F)F)c2)cc1	.	105	.	99	100	132	96	.
Cc1c(CCO)c(=O)n2n1CCCC2	101	99	103	98	100	.	106	96
O=C(CNC(=O)Cn1c(=O)[nH]c2ccccc2c1=O)N=Nc1c(O)[nH]c2ccccc12	102	100	95	94	97	109	89	95
CCOC(=O)C1=C(C(=O)c2ccccc2)C(c2cccc([N+](=O)[O-])c2)C(C(=O)c2ccccc2)=C(C(=O)OCC)N1	86	95	-58*	65	96	93	90	88
Cc1ccsc1C(=O)CC(=O)C(F)(F)C(F)(F)C(F)(F)F	.	99	98	96	109	99	117	93
CCCCCCCCOB(OCCCCCCCC)OCCCCCCCC	107	97	90	105	102	95	121	.
CC12CCC(O)CC1=CCC1C2CCC2(C)C3=NN=CC3CC12 (stereo not drawn)	.	104	100	91	96	101	100	82
c1ccc2[nH]c(-c3ccc(-c4nccc5c4[nH]c4ccccc45)cc3)nc2c1	92	46	11	11	63	86	73	81
O=C(O)c1ccc(Nc2ccnc(SCC(=O)c3ccc(-c4ccccc4)cc3)n2)cc1	97	98	102	94	103	99	105	101
COc1ccc(C(=O)Cn2c(=O)cc(C#N)c3ccc4cccnc4c32)cc1	90	87	97	84	98	89	96	97
NNC(=O)c1ccncc1	92&94	79&98	97&96	106&97	102&98	97&104	108&99	100&104
SMILES	HOP-92	A549/ATCC	LOX IMVI	CCRF-CEM	SK-MEL-5	HOP-62	M14	EKVX
O=C(O)c1ccc(-n2cc(CNc3cccc(F)c3)c(-c3cc(C(F)(F)F)cc(C(F)(F)F)c3)n2)cc1	.	87	97	91	97	105	97	86
CN(C)CCOC(=O)C(c1ccccc1)c1ccccc1	95	64	99	102	98	58	94	95
Clc1ccc2c(c1)Cc1cc(N=Cc3ccccc3Cl)ccc1-2	82	92	88	49	88	87	101	78
CC(=O)Nc1ccc(/C=N/Nc2ccc([N+](=O)[O-])cn2)cc1	104	84	90	99	96	111	98	104
CCN1CCN(Cc2cn(-c3ccc(S(N)(=O)=O)cc3)nn2)CC1	104	109	102	104	103	107	.	103
CCNCC(O)Cc1ccccc1OC (stereo not drawn)	77	77	100	92	109	95	86	97
C(=C1c2ccccc2-c2ccccc21)c1ccncc1	56	49	39	59	47	56	19	59
O=C1C=CC(=O)c2c(O)c(CO)c(CO)c(O)c21	.	99	73	78	74	109	14	105
CC(C)C1=CC23CCC4C(C)(C(=O)O)CCCC4(C)C2CC1C1C(=O)N(c2ccccc2)C(=O)C13 (stereo not drawn)	73	84	83	82	95	92	103	99
CC(=O)N=C1CSc2ccccc2N1C	73	120	97	107	104	81	91	100
COc1ccc2c(c1)O/C(=C\c1cccc(OCC(=O)Nc3nc4ccccc4s3)c1)C2=O	-25*	96	-85*	-61*	97	115	43	100
O=C(Nc1sc2c(c1C(=O)NC1CCCCC1)CCCC2)c1ccccc1	117	104	102	103	101	121	108	105
NC1CCC(Nc2nc(NCc3ccc(-c4ccccc4O)nc3)c3ncn(C4CCCC4)c3n2)CC1 (stereo not drawn)	-18*	-25*	-83*	-5.6*	-94*	-9.0*	-82*	-20*
Cn1cc(-c2nc(-c3ccsc3)cs2)c2cccnc21	.	69	88	.	82	.	97	51
CC12CC[C@@H]3[C@]4(C)COC(c5cn(-c6ccccc6)nc5-c5ccccc5)O[C@@H]4CC[C@@]3(C)[C@@H]1CC(C1=CCOC1=O)O2 (stereo partly drawn)	87	81	.	108	56	90	81	52
O=C(CCc1nnc2sc(OCc3ccccc3)nn12)c1nc2ccc([N+](=O)[O-])cc2[nH]1	106	94	91	104	110	102	102	89
COC(=O)c1cc2oc(/C=C3/N=C(c4ccccc4)OC3=O)cc2n1C	102	118	106	95	112	92	96	138
O=c1[nH]c2cc([N+](=O)[O-])ccc2c2ccc([N+](=O)[O-])cc12	67	61	63	82	70	95	109	65
CCC(=O)c1c(C(=O)OC)c(C(=O)OC)c2c3ccccc3c3ccccc3n12	79	120	94	96	96	136	98	110
Cc1nn(-c2ccccc2)c(N2CCOCC2)c1-c1nc2ccc([N+](=O)[O-])cc2[nH]1	117	94	92	93	96	128	108	106
COc1ccc(C(=O)c2sc3nc4c(c(C(F)(F)F)c3c2N)CN(C(C)=O)CC4)cc1OC	-1.0*	91	78	83	78	87	100	.
N=C(N)c1ccc(-c2ccc(-c3ccc(-c4ccc(Cl)c(Cl)c4)s3)s2)cc1	48	85	.	.	98	77	95	92
CCCC(=O)c1ccccc1	88	114	101	92	105	96	101	112
Cn1ccnc1C(=O)/C=C/c1ccc(CC(=O)Nc2ccc(Br)cc2)cc1	61	3.6*	7.8*	12	63	-33*	54	23
NC(N)=Nc1ccc(Nc2cccc(Nc3ccc(Cl)c(C(F)(F)F)c3)c2)cn1	.	57	14	5.6*	35	19	47	43
SMILES	HOP-92	A549/ATCC	LOX IMVI	CCRF-CEM	SK-MEL-5	HOP-62	M14	EKVX
O=C1Nc2ccccc2C1=Nc1ccc(F)c(Cl)c1	99	91	104	96	104	94	91	93
O=C(O)/C=C1/OC(=O)c2ccccc21	89	99	99	102	96	88	94	102
Cc1nc2ccccc2nc1SCc1nnc(Nc2ccc(Cl)cc2)o1	56	80	28	51	77	75	51	.
O=C(O)c1ccc(-n2cc(CNc3cccc(OC(F)(F)F)c3)c(-c3ccc(F)cc3)n2)cc1	90	81	29	68	92	81	73	100
C[C@]12CC[C@@H]3c4ccc(O)cc4CC[C@H]3[C@@H]1C[C@H](O)[C@@H]2O	99	98	92	103	94	94	91	67
O=C(c1ccccc1)C1OC1(CBr)c1ccccc1 (stereo not drawn)	81	94	94	87	92	101	97	100
CCOc1cc(\C=N/N=C(N)/C(N)=N\N=C/c2ccc(O)c(OCC)c2)ccc1O	116	107	103	50	94	109	113	106
c1ccc(-c2nnc(COc3ccc(-c4cc5ccccc5[nH]4)cc3)o2)cc1	99	105	103	.	107	107	102	102
C=C1C(=O)O[C@H]2[C@H]1CC/C(Cn1cc(-c3ccc(OC)cc3)nn1)=C\CC[C@@]1(C)O[C@@H]21	-60*	57	-79*	-33*	42	50	-44*	85
CCN(CC)Cc1c(O)ccc2cc(-c3nc4ccccc4[nH]3)c(=O)oc12	126	134	107	105	99	107	113	93
Nc1nc2c(C(=O)Nc3ccccc3)c(Nc3ccccc3)nn2c(Nc2ccccc2)c1-c1nc2ccccc2s1	.	80	87	78	58	92	98	74
O=C(Cn1cnc2c(cc(-c3ccccc3)n2-c2ccncc2)c1=O)Nc1ccc(Cl)cc1	101	100	.	114	110	101	99	98
CCn1cnc2c(Nc3ccccn3)nc(Cl)nc21	103	101	97	107	100	100	101	91
Cc1cc(NS(=O)(=O)c2ccc3ncc(C(N)=O)c(Nc4ccc(Cl)cc4)c3c2)no1	91	98	93	105	99	89	104	.
CCOC(=O)/C=C1\S/C(=N\Nc2cc(=O)[nH]c3cccc(C)c23)N(c2ccccc2)C1=O	87	102	94	99	100	73	99	94

4 of the compounds above, with each value named.
structure: Nc1nc2c(C(=O)Nc3ccccc3)c(Nc3ccccc3)nn2c(Nc2ccccc2)c1-c1nc2ccccc2s1
  HOP-92: .
  A549/ATCC: 80
  LOX IMVI: 87
  CCRF-CEM: 78
  SK-MEL-5: 58
  HOP-62: 92
  M14: 98
  EKVX: 74

structure: O=C(Cn1cnc2c(cc(-c3ccccc3)n2-c2ccncc2)c1=O)Nc1ccc(Cl)cc1
  HOP-92: 101
  A549/ATCC: 100
  LOX IMVI: .
  CCRF-CEM: 114
  SK-MEL-5: 110
  HOP-62: 101
  M14: 99
  EKVX: 98

structure: CCn1cnc2c(Nc3ccccn3)nc(Cl)nc21
  HOP-92: 103
  A549/ATCC: 101
  LOX IMVI: 97
  CCRF-CEM: 107
  SK-MEL-5: 100
  HOP-62: 100
  M14: 101
  EKVX: 91

structure: Cc1cc(NS(=O)(=O)c2ccc3ncc(C(N)=O)c(Nc4ccc(Cl)cc4)c3c2)no1
  HOP-92: 91
  A549/ATCC: 98
  LOX IMVI: 93
  CCRF-CEM: 105
  SK-MEL-5: 99
  HOP-62: 89
  M14: 104
  EKVX: .

Compound profiles, from the list above.
Entry for `c1ccc(-c2nnc(COc3ccc(-c4cc5ccccc5[nH]4)cc3)o2)cc1` = HOP-92: 99; A549/ATCC: 105; LOX IMVI: 103; CCRF-CEM: .; SK-MEL-5: 107; HOP-62: 107; M14: 102; EKVX: 102
Entry for `O=C(O)c1ccc(-n2cc(CNc3cccc(OC(F)(F)F)c3)c(-c3ccc(F)cc3)n2)cc1` = HOP-92: 90; A549/ATCC: 81; LOX IMVI: 29; CCRF-CEM: 68; SK-MEL-5: 92; HOP-62: 81; M14: 73; EKVX: 100
